Screens from PubChem BioAssay.
Siah-1 displacement: Siah-1 peptide-binding antagonists, primary screen, biochemical, fluorescence polarization, rhodamine-plectin, uHTS (AID 1817); E3 ubiquitin-protein ligase SIAH1 (Homo sapiens); Siah-1 / rhodamine-plectin peptide fluorescence polarization; higher % means a stronger effect; one-dose displacement, % at 20 µM; IC50 in µM for titrated hits; 290,000 tested, 0.02% active;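 active = displacement of at least 50% at 20 µM, with a fluorescence ratio check between 0.3 and a set limit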;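 note: plate controls were Siah plus tracer with DMSO for no effect and tracer alone without Siah for full effect; strong numbers were not always called active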
LYP inhibition: inhibitors of LYP phosphatase, biochemical, fluorescence intensity, uHTS (AID 1779); Tyrosine-protein phosphatase non-receptor type 22 (Homo sapiens); recombinant LYP phosphatase, fluorescence intensity; higher % means a stronger effect; inhibition, % at 11.5 µM, or IC50 in µM where a hit was titrated; 290,000 tested, 0.054% active; in the data active = inhibition above about 50%;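 note: plate controls were vehicle with enzyme for no effect and no enzyme for full effect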
AID2073: inhibitors of Mint1-CaV2.2 protein interaction, biochemical, HTRF (AID 2073) | inhibition, % at 20 µM; hits with a dose series show IC50 in µM | HTRF protein-protein interaction, Mint1-CaV2.2; higher % means a stronger effect | 290,000 tested, 0.19% active | Voltage-dependent N-type calcium channel subunit alpha-1B (Homo sapiens); in the data active = inhibition mostly above about 51%, no sharp cut-off; inconclusive = no clear call, values can overlap the other calls; inactive = mostly below about 53%; note: some results filed as inactive read as strong as hits
Active calls of the source: *; ? = inconclusive.

SMILES | Siah-1 displacement | LYP inhibition | AID2073
CCc1cccc(NS(=O)(=O)c2c(C)nc3scc(C)n3c2=O)c1 | -4% | -6% | 12%
Nc1ccc(CCC(=O)N2CCCC2)cc1 | 4% | -9% | 1%
CCN1CCc2c(sc(NC(=O)c3ccc(S(=O)(=O)N(CC)c4ccccc4)cc3)c2C(N)=O)C1 | -5% | -13% | -4%
CCOC(CNC(=O)C1CCN(S(=O)(=O)c2ccc3nc4c(c(C(=O)O)c3c2)CC(C)CC4)CC1)OCC (configuration not stated) | 10% | -8% | 18%
CCOC(=O)C1CCN(C(=O)C2CCN(S(=O)(=O)c3ccc4ccccc4c3)CC2)CC1 | 0% | -11% | 6%
Cc1c(CC(=O)NCC(=O)O)c(=O)oc2cc3oc4c(c3cc12)CCCC4 | -7% | 1% | 27%
OC(COc1ccc(Br)cc1)CN1CCCC1 (configuration not stated) | 4% | -7% | 7%
O=c1cc(C(F)(F)F)nc(SCc2cccc3ccccc23)[nH]1 | 9% | -12% | -5%
COc1ccccc1C(=O)NCCC(=O)N1CCCC(C)C1 (configuration not stated) | -4% | -8% | -4%
CC1CN(CCc2ccccc2)c2nc3c(c(=O)n(C)c(=O)n3C)n2C1 (configuration not stated) | -1% | -9% | 4%
CCOC(=O)c1cn(CC)c2cc(N3CCN(C)CC3)c(F)cc2c1=O | -1% | -5% | 19%
O=C(O)c1cccc(OCCN2CCCC2=O)c1 | 12% | -8% | -3%
Cc1ccc2c(c1)C(=O)C(=O)N2CC1COc2ccccc2O1 (configuration not stated) | 2% | 9% | 13%
COc1ccc(NC(=O)c2ccc3[nH]c(C)c(C)c3c2)c(OC)c1 | 0% | -8% | 7%
O=C(CCc1nnc(C2(c3ccc(Cl)cc3)CCC2)o1)N1CCCC(O)C1 (configuration not stated) | 10% | -6% | 0%
Cc1ccccc1N1C(=O)CC(N2CCN(C(=O)c3ccco3)CC2)C1=O (configuration not stated) | 0% | -8% | 2%
O=C(Nc1cccc(-n2cnnn2)c1)c1cc2ccccc2o1 | -2% | -8% | -1%
C/C(CC(=O)Nc1ccc(N(C)C)cc1)=N\NC(=O)c1ccc(Cl)cc1 | -4% | -4% | -11%
Cc1cc2oc(C(=O)NCc3ccccc3)cc(=O)c2cc1C | 2% | -8% | 10%
Cn1cc(CC(=O)NCc2ccc(F)cc2)c2ccccc21 | -6% | -5% | 5%
CCN(CC)C(=O)Cn1c(=O)n(CCC(=O)Nc2ccc(F)cc2)c(=O)c2sccc21 | 3% | -12% | 1%
COc1ccc(CNC(=O)CCCCCNC(=O)N2CCn3c2nc2ccccc23)cc1 | 9% | -10% | ?
CC(C)c1ccc(/C=C2\SC(=O)N(CC(=O)NC3CCS(=O)(=O)C3)C2=O)cc1 (configuration not stated) | 8% | 1% | 12µM*
Cc1ccccc1C(=O)NCCCNC(=O)c1ccco1 | 1% | -7% | 6%
O=C(COc1cc2oc(=O)c3c(c2cc1Cl)CCC3)NCC(O)c1ccccc1 (configuration not stated) | -5% | -7% | 6%
COc1ccc(CNC(=O)CN2CCN(c3cccc(C)c3C)CC2)cc1 | -4% | -8% | 3%
O=C(NCCN1CCCCC1)Nc1ccc([N+](=O)[O-])cc1 | 15% | -11% | 8%
CC(C)n1cnc2cc(NC(=O)c3ccco3)ccc21 | 1% | -6% | -2%
CN(C(=O)CCS(=O)(=O)c1ccc2c(c1)oc(=O)n2C)C1CCCCC1 | -6% | -13% | -5%
CC(=O)c1c(Cl)nc2ccc(Br)cc2c1-c1ccccc1 | -1% | -4% | 2%
COc1ccc(NC(=O)CN(C)C(=O)c2cc3c(s2)CCC(C)C3)cc1 (configuration not stated) | -2% | -5% | 11%
COc1cccc(N=C2NC(=O)/C(=C/c3cc([N+](=O)[O-])ccc3O)S2)c1 | 4% | 0% | 28%
COc1ccccc1N1CCN(C(=O)CNC(=O)c2ccc(Cl)cc2Cl)CC1 | 1% | -8% | -3%
CCC(=O)N1CCN(c2ccc(NC(=O)COc3ccc(C)cc3C)cc2)CC1 | -4% | -4% | 3%
Cc1ccc(CS(=O)Cc2ccc(C(=O)N3CCOCC3)o2)cc1 (configuration not stated) | 10% | -9% | 5%
Cn1nnnc1SCCNC(=O)C1CCC(=O)N(Cc2ccc(Cl)cc2)C1 (configuration not stated) | 4% | -7% | -5%
COc1ccc2c(c1)cc1c(=O)n(CC(=O)NCCCN3CCOCC3)nc(C)n12 | -3% | -7% | 17%
CC(C)(C)OC(=O)N1CSC[C@H]1C(=O)NC[C@H](CC(=O)O)c1ccc(Cl)cc1 | -7% | -11% | 9%
CN(Cc1nc(-c2ccc(Cl)cc2)no1)C(=O)CCN1C(=O)[C@H]2CC=CC[C@H]2C1=O | 1% | -6% | 7%
COc1ccc(OC)c(C(=O)N2CCC(n3nccc3NC(=O)CC(C)C)CC2)c1 | 1% | -6% | -12%
CCN(Cc1ccncc1)C(=O)c1ccco1 | -4% | -3% | 7%
COc1cccc(N2CCN(S(=O)(=O)c3ccc(-c4coc(C)n4)cc3)CC2)c1 | 2% | -4% | 5%
CCOc1cc(/C=C/C(=O)O)ccc1OCCOc1ccc(F)cc1 | 5% | -3% | 4%
COc1ccc(CC(=O)Nc2ccccc2C(=O)NCCc2ccccc2)cc1 | -5% | -8% | 9%
C=CCNC(=O)N1CCC(n2nccc2NC(=O)CCCc2ccccc2)CC1 | -3% | -11% | -2%

Gathered by group, the compounds so far containing a nitro group on carbon
SMILES | Siah-1 displacement | LYP inhibition | AID2073
O=C(NCCN1CCCCC1)Nc1ccc([N+](=O)[O-])cc1 | 15% | -11% | 8%
COc1cccc(N=C2NC(=O)/C(=C/c3cc([N+](=O)[O-])ccc3O)S2)c1 | 4% | 0% | 28%

(more compounds)
SMILES | Siah-1 displacement | LYP inhibition | AID2073
COc1ccc(C(=O)CCc2ccccc2)cc1 | 10% | -2% | -3%
Cc1ccc(CNC(=O)c2cc(=O)c3cc(C)ccc3o2)cc1 | 11% | -8% | 20%
CCCN1CCN(C2CCCCC2NS(=O)(=O)c2ccccc2)CC1 (configuration not stated) | -1% | -9% | 14%
O=C(CSc1nnc(NC(=O)c2cccc(Cl)c2)s1)NCC1CCCO1 (configuration not stated) | -1% | -7% | 13%
COc1ccccc1Nc1ccc(NS(=O)(=O)c2ccc(C(C)=O)cc2)cc1 | -1% | -4% | -2%
COc1ccc(-c2csc(NC(=O)C3CC(=O)N(Cc4ccccc4)C3)n2)cc1OC (configuration not stated) | -1% | -2% | 7%
Cc1ccc(/C=C/c2onc(C)c2S(=O)(=O)N2CCC(C(=O)N3CCN(C)CC3)CC2)cc1 | 0% | -6% | -1%
COc1cc(C(=S)N2CCOCC2)ccc1OS(=O)(=O)c1ccc(Cl)cc1 | 13% | -6% | -22%
COc1ccc(NC(=S)N2CCC(Cc3ccccc3)CC2)cc1OC | -2% | -4% | -7%
Cc1cc(C)c(C)c(S(=O)(=O)N2CCN(c3ccccn3)CC2)c1C | 5% | 3% | 13%
Cc1cc(-c2ccccc2)nc(N/N=C/c2ccccc2F)n1 | -3% | -1% | 11%
Cc1ccc2c(c1)N(C(=O)CCC(=O)N1CCN(c3ccccn3)CC1)CCO2 | -1% | -8% | 0%
CC(=O)c1cccc(NS(=O)(=O)c2ccc3c(c2)N(C(C)=O)CCO3)c1 | -1% | -13% | -1%
CC(=O)c1ccc(NC(=O)c2ccc3snnc3c2)cc1 | 4% | -6% | -1%
O=C(NC(=S)N(CCO)Cc1ccccc1)c1ccc(F)cc1Cl | 2% | -5% | 2%
O=C(Cc1ccccc1)Nc1ccc(S(=O)(=O)N2CCCC2)cc1 | -5% | -11% | 2%
COc1cc(/C=C/c2nc3ccccc3c(=O)[nH]2)cc(Br)c1O | -1% | -11% | 40%
COc1ccc(C(=O)NCc2nnc(SCC(=O)Nc3cc(Cl)ccc3OC)o2)cc1 | -2% | -7% | 0%
O=C(NCc1ccncc1)C(=O)NCC1OCCCN1S(=O)(=O)c1ccc(F)cc1 (configuration not stated) | 12% | -6% | 17%
COc1ccccc1OCCSc1nc2ccccc2n1CC(O)CO (configuration not stated) | -3% | -12% | 17%
Cc1ccc(NC(=O)c2nnn(-c3ccc4c(c3)OCCO4)c2N)cc1 | 9% | -13% | 0%
Cc1cccc(NC(=O)CSc2nnc(NC(=O)C3CCC3)s2)c1 | 0% | 2% | 1%
COc1cccc(-c2ccc(NC(=O)C3CCCN(Cc4cnn(C)c4C)C3)cc2)c1 (configuration not stated) | -9% | -9% | 14%
CCN(CC)C(=O)Cn1c(=O)n(CCCC(=O)NCc2ccc3c(c2)OCO3)c(=O)c2sccc21 | -3% | -9% | 16%
COc1ccc(CC(=O)NCC2CCCN(Cc3cccc(SC)c3)C2)cc1 (configuration not stated) | -2% | -5% | 2%
O=C(O)C/C(=C\c1cc(Cl)c2c(c1)OCO2)c1nc2ccccc2s1 | 6% | 8% | 35%
C[C@@H](CSc1ccccc1)CN1CC[C@H](C(C)(C)C)CCC1=O | 8% | -9% | 16%
O=C(Nc1ccc(Br)cc1F)c1ccc2c(c1)OCCO2 | -7% | -8% | 10%
COc1ccc(S(=O)(=O)N2CCC(NC(=O)c3cccnc3)CC2)cc1 | -6% | 0% | 8%
CC1CCCN(C(=O)Cn2nnc(-c3ccc([N+](=O)[O-])cc3)n2)C1 (configuration not stated) | -2% | -5% | -4%
Cc1ccc(C)c(OCC(=O)N2CCc3ccccc3C2)c1 | 1% | -2% | 1%
CCc1cccc(C)c1NC(=O)c1ccc2nc(N3CCOCC3)sc2c1 | -1% | -3% | -2%
CN(C(=O)COC(=O)c1cc([N+](=O)[O-])ccc1Cl)c1ccccc1 | 2% | -5% | -2%
CC(=O)N1CCN(C(=O)CCc2cc(C(C)(C)C)c(O)c(C(C)(C)C)c2)CC1 | 2% | -4% | -1%
Cc1ccc2oc(=O)c3cc(C(=O)NCCCN4CCCCCC4)sc3c2c1 | -2% | -9% | 9%
COc1ccc(CCNCc2ccc(OCc3ccccc3)cc2)cc1 | 0% | -3% | 13%
N#Cc1c(-c2ccccc2)c(-c2ccccc2)n[nH]c1=O | 8% | -1% | -7%
CCOc1ccc(NC(=O)N2CCC(NC(=O)C(Cc3cccc(F)c3)NC(C)=O)CC2)cc1 (configuration not stated) | -4% | -9% | 4%
Cn1c(N)c(Sc2ccccc2[N+](=O)[O-])c(=O)n(C)c1=O | 2% | -4% | -2%
O=C1C(=O)N(CCCN2CCOCC2)C(c2ccc([N+](=O)[O-])cc2)/C1=C(/O)c1ccc2c(c1)OCO2 (configuration not stated) | 5% | -4% | -3%
Cc1ccccc1S(=O)(=O)Cc1ccc(C(=O)NC2CCCC2)o1 | -1% | -2% | 4%
COc1ccc(-n2c(COc3ccccc3)n[nH]c2=S)cc1 | 2% | -6% | -25%
COC(=O)c1cc(S(=O)(=O)NCC2CCN(Cc3cccc(Cl)c3)CC2)c[nH]1 | 2% | -6% | 10%
COCCCNC(=O)Cc1c(C)c2cc3c(cc2oc1=O)OC(C)(C)CC3 | 7% | -15% | 13%
O=C(COc1ccc(Br)cc1)N(Cc1ccco1)C1CCS(=O)(=O)C1 (configuration not stated) | 6% | -11% | 14%

Overlap with the part before: 2 entries; new compounds follow.
SMILES | Siah-1 displacement | LYP inhibition | AID2073
COCCCNC(=O)Cc1c(C)c2cc3c(cc2oc1=O)OC(C)(C)CC3 | 7% | -15% | 13%
O=C(COc1ccc(Br)cc1)N(Cc1ccco1)C1CCS(=O)(=O)C1 (configuration not stated) | 6% | -11% | 14%
O=[N+]([O-])c1ccc(Nc2ccc(F)cc2)cc1 | 2% | -3% | 15%
COc1ccc(CN(C)C(=O)C23CC4CC(CC(C4)C2)C3)c(OC)c1 | -6% | 3% | 8%
CC(C)CCNC(=O)C1CCCN(S(=O)(=O)c2ccc(-n3cnnn3)cc2)C1 (configuration not stated) | -4% | -13% | 2%
COc1ccc(CCNC(=O)Cc2ccccc2)cc1OC | 4% | -8% | 4%
COc1ccc(NC(=O)C(=O)Nc2cccc3cccnc23)c(OC)c1 | 5% | 2% | 26%
Cc1ccc(/C=N/NC(=O)c2cccc3ccccc23)o1 | 2% | 7% | 9%
Cc1cccc(C(=O)N/C(=C\c2ccco2)C(=O)N2CCCCCC2)c1 | -5% | -2% | 5%
O=C(NNC(=O)c1cccs1)c1cccnc1 | 6% | -8% | 4%
CCN(CC(=O)Nc1cccc(OC)c1)CC(=O)Nc1ccc(Br)c(C)c1 | 3% | -2% | 2%
CC(=O)Nc1ccc(SCc2c(C)noc2C)cc1 | 4% | -10% | -15%
O=C(Nc1ccc(Oc2ccsc2C(=O)O)cc1)c1ccccc1 | -5% | -7% | 2%

Compound profiles (already shown). Values in the order: Siah-1 displacement, LYP inhibition, AID2073
Cc1cccc(C(=O)N/C(=C\c2ccco2)C(=O)N2CCCCCC2)c1 across the screens: -5%, -2%, 5%
CC(C)CCNC(=O)C1CCCN(S(=O)(=O)c2ccc(-n3cnnn3)cc2)C1 (configuration not stated) across the screens: -4%, -13%, 2%

Not all compounds are listed; the hit share may differ from the screen's.
